Assay outcomes (PubChem)
aSyn tox rescue: rescues yeast growth from alpha-synuclein toxicity | S. cerevisiae alpha-synuclein toxicity rescue, BacTiter-Glo growth, 24 h | Potency, µM (highest dose often 46.1 µM), for inactives: top-dose growth rescue (activation), most hits filed as activators | 94,000 tested, 0.02% active | AID 1347070; active means well fitted activation curve with a large enough effect; inconclusive means small, poorly fitted or top-dose-only effect; further: 0% is about no effect
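Growth restoration measured by BacTiter-Glo luminescence after 24 hr at 30 deg C; alpha-synuclein yeast, raffinose-pregrown to mid-log, were added at OD600=0.02 in galactose medium onto pinned compounds.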
Active calls of the source: *; ? = inconclusive; [ ] = another dose, or the depositor's remark. Potency means the concentration at half of the fitted maximal effect.

| smiles | aSyn tox rescue |
| --- | --- |
| Cc1ccc(S(=O)(=O)Nc2nc(N)n(-c3ccccc3)n2)cc1 | -36%[inhibitor] |
| Cc1cccn2c(=O)c3cc(C(=O)NCC4CCCO4)c(=N)n(CC4CCCO4)c3nc12 (configuration not stated) | 8% |
| Cc1cc(C)cc(-n2c(SCC(=O)NCC3CCCO3)nc3c([nH]c4ccccc43)c2=O)c1 (configuration not stated) | 4% |
| CSc1nc(C)cc(Nc2c(C)cc(C)cc2C)n1 | -6% |
| C#CCN(C[C@H]1[C@H](OC(=O)NCc2ccco2)[C@H](OC(=O)NCc2ccco2)C[C@H]2C(=O)N(c3ccccc3)C(=O)[C@@H]12)S(=O)(=O)c1ccc(C)cc1 | 7% |
| COc1ccc(/C=N/S(=O)(=O)c2ccc(C)cc2)cc1 | 5% |
| Cc1cc(C)c(S(=O)(=O)Nc2cccc(-c3cn4ccccc4n3)c2)c(C)c1 | -26% |
| CCOc1ccc(-c2nonc2NC(=O)c2oc3cc(C)ccc3c2C)cc1 | 0% |
| C=C(C)CN1C(=O)C2(OCCO2)c2ccccc21 | -4% |
| Cc1nonc1C(=O)N/N=C/c1ccc(O)cc1O | -17% |
| CCOC(=O)c1ccc(NC(=O)Cn2cnc3sc(C(=O)OCC)c(C)c3c2=O)cc1 | 1% |
| COC(=O)c1ccc(OC(=O)CCS(=O)(=O)c2ccc(C)cc2)cc1 | 2% |
| CSc1nsc(SC)c1C(=O)Nc1ccc(C(C)(C)C)cc1 | 2% |
| Cc1ccc(NC(=O)C2=CC(c3ccc4c(c3)OCO4)=NS(=O)(=O)N2C)cc1 | 5% |
| CC(=O)OCc1cc(=O)n2nc(C3CCCCC3)sc2n1 | 3% |
| O=c1[nH]c(=O)c2nc3c4ccccc4c4ccccc4c3nc2[nH]1 | 4% |

A draw from above in order of formula weight, smallest number first.
| smiles | aSyn tox rescue |
| --- | --- |
| Cc1nonc1C(=O)N/N=C/c1ccc(O)cc1O | -17% |
| CC(=O)OCc1cc(=O)n2nc(C3CCCCC3)sc2n1 | 3% |
| Cc1ccc(NC(=O)C2=CC(c3ccc4c(c3)OCO4)=NS(=O)(=O)N2C)cc1 | 5% |

Four consecutive entries already listed:
| smiles | aSyn tox rescue |
| --- | --- |
| CSc1nsc(SC)c1C(=O)Nc1ccc(C(C)(C)C)cc1 | 2% |
| Cc1ccc(NC(=O)C2=CC(c3ccc4c(c3)OCO4)=NS(=O)(=O)N2C)cc1 | 5% |
| CC(=O)OCc1cc(=O)n2nc(C3CCCCC3)sc2n1 | 3% |
| O=c1[nH]c(=O)c2nc3c4ccccc4c4ccccc4c3nc2[nH]1 | 4% |

Additional results follow:
| smiles | aSyn tox rescue |
| --- | --- |
| CCOC(=O)N1CCc2c(sc(NCc3cccc(F)c3)c2C(=O)Nc2ccc(OC)cc2OC)C1 | 3% |
| C[C@H](O)[C@@H]1C(=O)N2CCc3c([nH]c4ccccc34)[C@@H]2C[C@@H]1N(C)Cc1ccc(Cl)cc1 | -3% |
| COc1ccc2cnn(-c3ccc(OC(F)(F)F)cc3)c(=O)c2c1OC | -2% |
| Fc1ccccc1Cc1cn2cc(-c3ccc(Cl)cc3)nc2s1 | 0% |
| COc1ccc(CN(C(=O)Nc2ccccc2)c2ccccn2)cc1OC | -1% |
| CCN1C(=O)c2ccccc2S(=O)(=O)c2ccc(C(=O)NCc3ccc(OC)cc3)cc21 | 4% |
| Cc1ccccc1N1Cc2ccccc2C1=O | -2% |
| COc1ccc(CNC(=O)Cn2c(=O)n3nc(-c4cccc(F)c4)nc3c3ccccc32)cc1OC | -3% |
| COc1ccc(CCNc2nc(-c3ccc(F)cc3)cc(C(F)(F)F)n2)cc1OC | -5% |
| Cc1ccc(Nc2sc(C(=O)c3ccccc3)c(N)c2C(N)=O)cc1 | 0% |
| Cc1ccc(N2CCN(C(=O)CCc3c(C)nc4ncnn4c3C)CC2)c(C)c1 | 0% |
| COc1ccc(-n2nc(C(=O)N3CCN(c4cccc(C(F)(F)F)c4)CC3)c3c4ccccc4n(C)c3c2=O)cc1Cl | -11% |
| COc1ccc(N2CC(C)(C)[C@H](CC(=O)Nc3ccccc3)C2=O)cc1 | 6% |
| COc1ccccc1N(C)S(=O)(=O)c1ccc(C(=O)N(C)Cc2cccc(F)c2)cc1 | 13% |
| O=C(NCC(c1cccnc1)N1CCc2ccccc2C1)C(=O)Nc1ccccc1 (configuration not stated) | 9% |
| Cc1ccc(-n2c(C)nc3c(cnn3-c3ccccc3)c2=O)cc1 | 8% |
| Cc1ccc(-c2nc(CCNC(=O)C(=O)Nc3c(C)cccc3C)cs2)cc1 | -1% |
| Cc1cc(C)cc(NC(=O)Cn2cc(C(=O)c3cccs3)c3ccccc32)c1 | 0% |
| CC(C)CC(=O)Nc1ncc([N+](=O)[O-])s1 | -10% |
| CCOC(=O)c1c(NC(=O)c2cc(C(C)C)on2)sc(C(C)=O)c1C | 5% |
| COc1cccc2c3c(c(C)nc12)CCN3c1ccccc1 | 1% |
| CC(=O)c1cccc(NC(=O)C2CCCN(S(=O)(=O)c3cccc4nonc34)C2)c1 (configuration not stated) | 3% |
| CCOC(=O)c1sc2cccc(F)c2c1S(=O)(=O)NCc1ccccc1Cl | 16% |
| Cc1cccc(N2CCN(C(=O)Nc3cn(CC(C)C)c(=O)c4ccccc34)CC2)c1C | -2% |
| NC(=O)NC(=O)CN1C(=O)NC2(CCOc3ccccc32)C1=O (configuration not stated) | 7% |
| Cc1ccc(C)n1-c1nnc(N2CCCC(C(=O)Nc3ccc(C(C)C)cc3)C2)s1 (configuration not stated) | -12% |
| CNS(=O)(=O)c1cc(-c2nn3c(C)nnc3c3ccccc23)ccc1C | 7% |
| CCCNC(=O)CSc1nc2nc(C)c(Cc3ccccc3Cl)c(C)n2n1 | 2% |
| CCc1ccc(NC(=O)c2ccc(CN3C(=O)C(C)=C(c4ccc(C)cc4)S3(=O)=O)cc2)cc1 | -9% |
| CCOC(=O)C(CC)Sc1nc(N)c(NC(=O)c2ccc(OC)c(OC)c2)c(=O)[nH]1 (configuration not stated) | -2% |
| Cc1ccc(NC(=O)CC2Sc3ccccc3NC2=O)c(Br)c1 (configuration not stated) | -1% |
| CCC(=O)OCc1cnc(C)c2oc(=O)c(C(=O)Nc3ccccc3C(F)(F)F)cc12 | -1% |
| O=[N+]([O-])c1ccc2oc(/C=C/c3ccc(O)cc3)nc2c1 | -8% |
| Fc1ccccc1N1CCN(c2nc(-c3cccs3)nc3ccccc23)CC1 | 8% |
| CCN(CC)c1ccc(NS(=O)(=O)c2cc(-c3onc(C)c3C)ccc2OC)c(C)c1 | -3% |
| O=C(Cc1c(F)cccc1Cl)Nc1ccccc1-c1ccccc1 | -7% |
| Cc1cccc(-c2nc3c(cnn3-c3ccccc3)c(=O)n2-c2cccc(Cl)c2)c1 | 0% |
| Cc1cccc(C)c1OCC(=O)Nc1nc(-c2ccc(Br)cc2)ns1 | 0% |
| COc1ccc(-c2ccc3c(N)c(C(=O)NCc4ccc(C)cc4)sc3n2)cc1 | -2% |
| COc1ccc(Cl)cc1NC(=O)Cn1c(=O)n(Cc2ccco2)c(=O)c2cccnc21 | -3% |
| Cc1cccc(-c2nc3c4ccccc4nc(NCc4ccc(F)cc4)n3n2)c1 | -6% |
| CCC(C(=O)NCc1ccccc1Cl)n1c(=O)c2cccn2c2ccccc21 (configuration not stated) | 18% |
| CCCC#Cc1ccc2c(c1)O[C@H](CN(C)S(=O)(=O)c1cccc(OC)c1)[C@H](C)CN([C@H](C)CO)S2(=O)=O | 7% |
| CCN(CC)C(CNC(=O)c1cc(=O)[nH]c2ccccc12)c1ccccc1Cl (configuration not stated) | -1% |
| Cc1nc(/N=C(\N)NC(=O)NC2CCCCC2)nc2ccccc12 | 6% |
| COC(=O)c1ccc(NC(=O)CC2C(=O)N(c3cccc(C)c3)C(=O)N2Cc2ccco2)cc1 (configuration not stated) | 1% |
| CCOc1ccc(NC(=O)c2ccc(CSc3nnnn3C)cc2)cc1 | -4% |
| CC12CN3CC(C)(CN(C1)C3c1ccc(OCc3ccccc3)cc1)C2=O (configuration not stated) | -18% |
| COc1ccc(NC(=O)c2oc3ccccc3c2NC(=O)Cc2cccs2)c(OC)c1 | -4% |
| COCCNC(=O)CCc1nc2cccnc2n1Cc1ccc(OC)cc1 | 5% |
| COc1cccc(CN2CCNC(=O)C2CC(=O)N2CCOc3ccccc3C2)c1OC (configuration not stated) | 9% |
| COc1ccc(OCCn2c(C(C)Oc3ccccc3)nc3ccccc32)cc1 (configuration not stated) | -6% |
| CC(=O)c1ccc(NS(=O)(=O)c2c(C)nc3scc(C)n3c2=O)cc1 | 29% |
| Cc1ccc(S(=O)(=O)Nc2nc3n(n2)C(c2ccc(Cl)cc2)C=C(c2ccccc2)N3)cc1 (configuration not stated) | 1% |
| C=CCn1c(=O)[nH]c(=O)c2c(N)c(C(=O)c3ccc(OC)cc3)sc21 | -15% |
| C/C(=N\NC(=O)c1ccoc1C)c1cccc2ccccc12 | -10% |

Next section.
| smiles | aSyn tox rescue |
| --- | --- |
| O=C(c1ccc2ccccc2c1)c1cccc(F)c1C(=O)O | -4% |
| C=C1CCC(C)C(C)(CCC2=CCOC2=O)C/C=C\C=C/1C(=O)O (configuration not stated) | 0% |
| O=C(NCCc1ccc(Cl)cc1)c1ccc2nc(Cc3ccccc3)oc2c1 | -14% |
| COc1ccc(NS(=O)(=O)c2ccc3c(c2)CC(C)N3C(C)=O)c(OC)c1 (configuration not stated) | -5% |
| Cc1cc(C)c(NC(=O)C2CCN(S(C)(=O)=O)CC2)c(C)c1 | 5% |
| Cc1ccc(C)c(NC(=O)CN2C(=O)CCc3ccccc32)c1 | 5% |
| CC(C)c1ccc(NC(=O)Cc2ccc(NC3=NC4CS(=O)(=O)CC4S3)cc2)cc1 (configuration not stated) | 0% |
| Cc1nc2nc(NCc3ccccc3Cl)[nH]n2c(=O)c1Cc1ccccc1 | -5% |
| COc1cc(/C=C/C(=O)OCC(=O)N2CCc3ccccc3C2)ccc1O | -15% |
| Cc1cc(C(=O)N(C)CC(=O)Nc2ccc(Cl)c(C(F)(F)F)c2)no1 | -8% |
| COc1ccc(NC(=O)c2nnn(Cc3ccc(Br)cc3F)c2N)c(OC)c1 | -11% |
| O=C(CC(NCCN1CCOCC1)C(=O)O)Nc1cccc(Cl)c1 (configuration not stated) | 1% |
| CCN(CC)CCN1C(=O)/C(=C\c2ccc(Cl)c([N+](=O)[O-])c2)SC1=Nc1ccc(OC)cc1 | -14% |
| COc1cc(OC)c(OC)cc1/C=N/NC(=S)NCCN1CCOCC1 | -11% |
| CCOc1ccc(C(=O)Nc2onc3c2CCCC3)cc1 | -5% |
| OC1CCCN(C(=S)Nc2ccc(SC(F)F)cc2)C1 (configuration not stated) | -5% |
| O=C(N/N=C/c1ccc2cccnc2c1)c1nc2ccccc2c(=O)[nH]1 | -46%[inhibitor] |
| O=C(CCCCn1c(=O)c2ccccc2n(Cc2cccc(F)c2)c1=O)NCCc1ccccc1 | -7% |
| CC(=O)NC(C)Cc1cn(Cc2ccccc2)c2ccccc12 (configuration not stated) | 10% |
| O=C1c2ccccc2C(=O)N1/N=C/c1ccc(O)c(O)c1O | 10% |
| CCSC1=NC2(CCN(C(=O)NC3CCCCC3)CC2)N=C1c1ccc(OC)cc1 | 11% |
| Cc1ccc(C2C=C(c3ccc(Cl)cc3)Nc3nc(NC(=O)c4ccco4)nn32)cc1 (configuration not stated) | -2% |
| c1ccc(CNCc2ccc(CNCc3ccccc3)cc2)cc1 | 6% |
| O=c1[nH]c(C2CCN(S(=O)(=O)Cc3ccccc3)CC2)nc2c1nnn2Cc1ccccc1Cl | 1% |
| Nc1nc(-c2ccc(Cl)cc2)c(N=Nc2ccc(S(=O)(=O)N3CCOCC3)cc2)s1 | -13% |
| COc1ccc(NC(=O)CCCSc2nc(-c3ccco3)cc(C(F)(F)F)n2)cc1 | -3% |
| O=C(CS(=O)(=O)c1ccccc1)Nc1ccc(S(=O)(=O)Nc2ncccn2)cc1 | -2% |
| CCN(CC(=O)Nc1c(F)cccc1F)C(=O)c1ccc(C)c(S(=O)(=O)N2CCCCC2)c1 | -11% |
| COc1ccc(N(C(=O)c2ccco2)C(C(=O)NC2CCCC2)c2ccncc2)cc1OC (configuration not stated) | -2% |
| COc1ccccc1CNC(=O)C1CCN(c2nnc(C)c3c(C)n(-c4ccccc4)nc23)CC1 | 4% |
| CCCCNc1nc2c(S(=O)(=O)c3ccc(Cl)cc3)nnn2c2ccsc12 | 19% |
| CC(C)Cn1c(=O)c2sccc2n2c(CCCC(=O)NCCc3ccc(Cl)cc3)nnc12 | 1% |
| CCn1cc(C(=O)N2CCN(c3cccc(C)c3C)CC2)c(=O)c2ccc(C)nc21 | ? |
| Cc1ccc(NC(=O)CS(=O)(=O)c2cn(CC(=O)N3CCOCC3)c3ccccc23)cc1 | 6% |
| O=S(=O)(Nc1ccc(-c2ccc(N3CCCC3)nn2)cc1)c1ccccc1Cl | 1% |
| CC(C)CN1CCc2nc(Nc3ccc(F)cc3F)ncc2C1 | 1% |
| CCCCOC(=O)c1ccc(NC(=O)c2cc(-c3cccs3)on2)cc1 | -8% |
| Cc1ccc(NC(=O)c2c(C)nc3sc(C(=O)Nc4ccc(F)cc4)c(N)c3c2-c2ccc(C)o2)c(C)c1 | 11% |
| O=C(CC(c1cccs1)N1Cc2ccccc2C1=O)Nc1ccccc1 (configuration not stated) | -4% |
| Cc1cccc(-c2nc3nc(C)cc(N4CCN(c5ccccc5)CC4)n3n2)c1 | 3% |
| CCOc1ccc(Br)cc1S(=O)(=O)Nc1cccc(-c2ccc(OC)nn2)c1 | -15% |
| C=Cc1ccc(Cn2ccn(-c3ccc(F)c(F)c3)c(=O)c2=O)cc1 | -12% |
| Cc1ccc(S(=O)(=O)Nc2nc3c(s2)C(=O)CC(C)(C)C3)cc1 | 0% |
| Cc1ccc(Cl)cc1NC(=O)C(C)n1nnc2sc3c(c2c1=O)CCCC3 (configuration not stated) | 7% |
| O=C(Nc1nnc2n1CCS2)c1ccccc1C(F)(F)F | -2% |

The list is partial; count on the stated rates, not on these rows.
